DAX1 inh-1 = DAX1 (NR0B1) inhibition, primary screen | HEK293T StAR-luciferase reporter, SF-1/DAX-1 repression relief | inhibition, % at 6.8 µM | actives 1.1% (n = 370,000) | AID 652010;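 active means inhibition above the mean over all tested compounds plus 3 SD, cut at about 3.6% in these data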;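 further: 0% = DAX-1 cells with DMSO and 100% = cells lacking DAX-1 with DMSO; higher inhibition means more luminescence from relief of DAX-1 repression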
hcDAF12 agonist = H. contortus DAF-12 activation, primary screen; HEK293 hcDAF-12 lit1-tk-luc reporter, luminescence; 0% DMSO, 100% Δ7-dafachronic acid; activation, % at 6.8 µM; actives 1.4% (n = 370,000);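 active means activation above the mean of all tested compounds plus 3 SD, cut at about 5.5% in these data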;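 further: 100% = response to 3 µM Δ7-dafachronic acid high control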
GAA850 FXN act = increases GAA850 frataxin promoter reporter activity | HEK293 lucGAA850 FXN promoter luciferase reporter, 24 h; percent of 10 µM SAHA response | activation, % at 6 µM | actives 0.56% (n = 360,000) | AID 540364;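 active means activation above the average of all compounds screened plus 3 SD, cutoff fixed separately per campaign, cut at about 7.5% in these data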;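 further: 0% = DMSO wells and 100% = 10 µM SAHA wells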
ssDAF12 agonist = activates DAF-12 receptor from parasite S. stercoralis; actives 1% (n = 370,000); activation, % at 6.8 µM; HEK293 ssDAF-12/GRIP1 lit1-tk-luc reporter, luminescence; % of 3 µM dafachronic acid response;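 active means activation above the mean over all tested compounds plus 3 SD, cut at about 0.9% in these data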;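 further: 0% = DMSO-only wells and 100% = 3 µM delta7-dafachronic acid wells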
SMARCA2 activ = increases SMARCA2 function in MMTV reporter cells; MG213 cells, MMTV-luciferase reporter, dexamethasone, overnight; AID 652017; activation, % at 9.1 µM; actives 1% (n = 370,000); in the data active means activation above about 7.8%;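 further: 0% = vehicle wells and 100% = reference activator wells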
DAX1 inh-2 = inhibitors of human orphan nuclear receptor DAX1 (NR0B1); P51843; HEK293 Gal4-DAX1 luciferase reporter, luminescence; inhibition, % at 6.75 µM; actives 0.99% (n = 340,000); AID 504766;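 active means inhibition above the mean over all tested compounds plus 3 SD, cut at about 4.2% in these data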;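 further: 0% = DAX1-transfected cells with DMSO and 100% = empty-vector control cells with DMSO; inhibition shows as a rise in luminescence from relieved DAX1 repression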
Target sequence (P51843 207-470 limits assumed): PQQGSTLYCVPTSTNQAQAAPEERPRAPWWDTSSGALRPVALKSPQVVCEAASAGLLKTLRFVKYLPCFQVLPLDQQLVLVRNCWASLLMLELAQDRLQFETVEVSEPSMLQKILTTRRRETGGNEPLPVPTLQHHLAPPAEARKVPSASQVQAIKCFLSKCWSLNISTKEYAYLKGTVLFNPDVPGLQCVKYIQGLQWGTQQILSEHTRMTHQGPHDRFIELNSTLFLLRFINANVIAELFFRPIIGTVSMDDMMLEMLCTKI
ADAM10 inh = inhibitors of human ADAM10. O14672. recombinant ADAM10, EDANS/DABCYL FRET peptide cleavage, 3 h. inhibition, % at 7 µM. actives 0.62% (n = 370,000);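 active means inhibition above a per-campaign cutoff equal to the mean of compounds falling between control-based bounds plus 3 SD, cut at about 20% in these data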;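 further: 0% = DMSO wells while the 100% control is not disclosed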
sPLA2-III inh = Blocks human group III sPLA2 activity | QFRET BODIPY PC-A2 liposome hydrolysis, fluorescence | Q9NZ20 | inhibition, % at 12.2 µM | actives 0.56% (n = 370,000);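 active means inhibition above mean plus 3 SD of compounds lying within the high and low control bounds, cut at about 19% in these data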;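 further: 0% = median of test compound wells and 100% = no enzyme DMSO wells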
Target sequence (Q9NZ20 whole entry, looked up): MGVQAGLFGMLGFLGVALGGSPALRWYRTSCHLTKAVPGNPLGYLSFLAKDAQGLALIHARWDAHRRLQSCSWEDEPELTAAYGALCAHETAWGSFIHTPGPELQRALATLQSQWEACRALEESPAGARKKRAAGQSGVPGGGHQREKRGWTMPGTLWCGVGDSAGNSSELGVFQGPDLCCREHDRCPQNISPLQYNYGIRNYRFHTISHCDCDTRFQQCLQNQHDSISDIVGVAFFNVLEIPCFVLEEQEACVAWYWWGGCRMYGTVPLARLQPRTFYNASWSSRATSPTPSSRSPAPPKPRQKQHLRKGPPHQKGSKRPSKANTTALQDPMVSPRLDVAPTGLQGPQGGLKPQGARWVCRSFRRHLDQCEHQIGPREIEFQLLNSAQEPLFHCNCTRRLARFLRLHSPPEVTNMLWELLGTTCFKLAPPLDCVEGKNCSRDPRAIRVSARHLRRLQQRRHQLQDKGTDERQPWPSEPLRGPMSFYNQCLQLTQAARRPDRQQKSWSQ
GC-A act = GC-A (human) enzyme activation; P16066; HEK293 GC-A cells, cGMP TR-FRET, EC30 ANP; 0% at EC30 ANP, 100% saturating ANP; activation, % at 10 µM; actives 0.14% (n = 370,000); AID 1671463; in the data active means activation above about 40%
hgDAF-12 ag = agonists of H. glycines DAF-12 nuclear receptor; actives 1.8% (n = 370,000); HEK293 GAL4-hgDAF12 UAS-luciferase reporter, agonist luminescence; normalized to butyrate control; activation, % at 6.8 µM; AID 687014;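 active means activation above a cutoff set at the mean of all screened compounds plus 3 SD, cut at about 10% in these data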;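 further: 0% = DMSO wells and 100% = sodium butyrate wells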
GC-B act = GC-B (human) receptor activation. activation, % at 10 µM. AID 1920062. actives 0.11% (n = 370,000). P20594. HEK293-GC-B cells, CNP EC30, cGMP TR-FRET; 0% at EC30 CNP, 100% saturating CNP;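 active means activation at 10 µM reaching about 35% in either raw or pattern-adjusted values, limit read from the data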
* marks the source's active call; other numbers are inactive results; / = not tested or not shown.

The line under a structure holds: DAX1 inh-1	hcDAF12 agonist	GAA850 FXN act	ssDAF12 agonist	SMARCA2 activ	DAX1 inh-2	ADAM10 inh	sPLA2-III inh	GC-A act	hgDAF-12 ag	GC-B act
c1ccc(CSc2nccc(-c3ccco3)n2)cc1
→ 0.2	-1.8	4.0	-0.6	-3	/	-7	4	-9	3.9	-1
Cc1cc(-c2csc3ncnc(N4CCN(C)CC4)c23)cc(C)c1C
→ 0.0	-1.5	-0.4	-1.4	-1	0.0	6	-9	-14	-0.1	-3
Cc1csc(NC(=O)CS(=O)(=O)Cc2ccccc2)n1
→ -0.1	-0.6	2.4	0.2	-1	0.2	-3	-5	1	0.9	4
CCCCNC(=O)CNC(=S)N(Cc1ccccc1)Cc1cccnc1
→ 1.0	-1.9	-0.4	-1.5	0	-0.3	5	3	3	0.2	1
CCOc1ccc(NC(=O)CSc2nc(=O)n(CCCN3CCOCC3)c3c2CCC3)cc1
→ -0.9	-0.1	0.5	-0.5	-2	-1.8	1	-2	3	4.6	-5
COc1ccc(NC(=O)C(CC(=O)O)Cc2ccc(Cl)cc2)cc1 (centres undefined)
→ 0.1	0.0	-0.3	-0.4	0	2.0	8	0	-1	0.0	3
O=C(CCN1C(=O)c2ccccc2C1=O)Nc1cccc(O)c1
→ 0.9	-0.8	-0.5	-0.8	1	-0.8	-3	-7	-1	0.2	-7
COC(=O)c1cnc(Oc2ccc(NC(=O)NC(=O)c3c(F)cccc3Cl)cc2)cc1C(F)(F)F
→ 0.0	-2.5	-1.6	-1.4	-6	-0.3	-2	11	-5	0.9	-2
O=C(O)c1ccc(CN2C(=O)c3ccccc3S2(=O)=O)cc1
→ 0.5	-1.1	-0.8	-0.3	-1	2.9	8	-2	0	-0.2	-3
Cc1cc2ccccc2n1CCNC(=O)C(C)(C)C
→ 0.0	3.6	-2.3	-0.2	-1	2.1	-16	0	3	0.0	2
Cc1nc2ccccc2c2c1CC(C(C)(Cl)Br)O2 (centres undefined)
→ -3.2	-5.2	-1.3	-2.9	-9	-5.2	-3	10	0	0.4	5
Cn1c(C(=O)OCC(=O)NCc2ccc(F)cc2)cc2occc21
→ 1.1	-1.3	-0.4	-0.7	2	1.2	-11	6	2	1.8	-1
CCOc1ccccc1OCC(=O)NN1Cc2ccccc2C1=N
→ 0.2	-0.1	-0.5	-0.8	-4	-0.6	-1	3	1	0.1	4
C[C@H](CO)N1C[C@H](C)[C@@H](CN(C)Cc2cccc3c2OCCCO3)OCc2cnnn2CCCC1=O
→ -0.7	-1.5	0.2	-1.0	-1	0.6	-10	-2	2	-2.0	3
COc1ccc(S(=O)(=O)N(CCc2ccccc2)CC(N)=O)cc1
→ 0.2	-0.2	2.3	-0.3	-2	-0.5	-1	4	6	-0.7	-2
CC(O)(c1ccc(F)c(F)c1)c1nc(-c2cccc(C(=O)O)c2)cs1 (centres undefined)
→ -0.2	0.2	1.9	-1.0	-1	/	-7	-3	2	2.7	-2
Cc1cc(NC(=S)NC(=O)c2ccccc2)ccc1-c1cc2ccccc2oc1=O
→ -0.3	0.5	-4.1	-1.3	5	-0.6	4	3	1	1.9	-1
COc1ccc(C2CC(c3ccccc3)=NN2c2ccc(/C=N/NC(=O)c3ccncc3)cc2)cc1 (centres undefined)
→ 0.1	-1.4	-1.0	-0.5	-1	-0.6	-30	6	-5	0.0	4
COc1cccc(C2/C(=C(/O)c3ccccc3)C(=O)C(=O)N2Cc2ccco2)c1 (centres undefined)
→ 0.6	-0.9	-1.2	-1.2	-4	/	-5	9	-1	-2.6	-1
Cc1ccc2c(c1)C=CC(C)(C)S2(=O)=O
→ -0.1	-1.9	1.6	-0.8	0	-1.0	0	0	2	-2.4	1
CCCN(CCC)C(=O)CC(c1ccccc1)c1cc(C)ccc1O (centres undefined)
→ -1.1	-1.6	-3.6	-1.2	0	-0.3	6	-10	-28	-2.4	-11
CCOC(=O)c1ccc2[nH]c(C)c(CCC(C)=O)c(=O)c2c1
→ -0.1	1.9	0.1	-1.6	-3	0.6	-168	0	1	2.6	-2
COc1ccccc1NCC(=O)Nc1cc(S(=O)(=O)N2CCOCC2)ccc1N1CCOCC1
→ -0.2	-1.1	2.5	-1.6	3	-0.2	3	-3	1	0.0	0
O=S(=O)(c1ccc2c(c1)OCCO2)N1CCC(n2nnc3cc(F)ccc32)CC1
→ -0.5	-3.3	-2.4	-0.9	-4	-0.3	-2	-10	-3	-3.9	-8
CSC(=S)N/N=C/c1ccccc1
→ -0.4	3.4	1.3	-1.2	2	0.2	0	19	0	4.2	1
CC1(c2ccc(OC(F)F)cc2)NC(=O)N(CC(=O)Nc2cccc(S(N)(=O)=O)c2)C1=O (centres undefined)
→ 0.3	-1.9	3.1	-1.0	3	4.2	2	-14	0	-1.2	6
COCCn1c(SCC(=O)N2CCCCC2)nc2c(c1=O)SC(C)C2 (centres undefined)
→ -1.8	0.1	-1.1	-0.9	-1	0.8	-1	4	-1	-0.3	0
COc1ccc(-c2[nH]ncc2CN2CCC(N3CCSCC3)CC2)cc1F
→ 1.0	1.5	1.1	-0.8	-2	-1.0	-4	-3	-4	-4.9	-4
CCCS(=O)(=O)N1CCN(Cc2ccco2)CC1
→ 0.0	-0.6	3.8	-0.4	1	-0.9	1	2	-1	0.5	3
O=C(NC1=NCCS1)C12CC3CC(C1)CC(C(=O)NC1=NCCS1)(C3)C2
→ -1.1	-0.8	-3.1	-1.7	0	-2.0	4	2	-5	-1.2	6
CN(C)S(=O)(=O)c1cccc(NC(=O)c2cc3ccccc3o2)c1
→ 0.0	-0.5	6.8	-1.0	-1	0.7	-9	0	-2	2.2	-4
Cc1ccc(C(=O)NCC(=O)N2CCC(Cc3ccccc3)CC2)cc1
→ -0.1	-1.5	-1.6	-1.6	-2	-0.3	-2	-3	2	-1.2	-2
CCCn1nnnc1NCc1ccc(SC)cc1
→ -0.3	-0.4	0.5	-1.1	-3	1.2	9	3	5	-0.2	-5
COc1cccc(CN=c2c([N+](=O)[O-])nn(-c3ccccc3C)n2O)c1
→ -0.4	0.0	3.8	-1.1	-1	1.6	1	4	3	-1.1	0
Cc1ccc(-c2noc(CSc3nc(N)cc(N)n3)n2)cc1
→ -0.2	-0.3	-1.0	-0.9	0	0.8	3	-11	5	2.5	-7
CCCCOCCCNC(=O)c1ccc([N+](=O)[O-])c(C)c1
→ -0.6	-2.2	1.5	-2.1	0	0.2	4	2	1	1.6	-1
CCc1ccc(NC(=O)CC2C(=O)NCCN2C(=S)Nc2ccccc2)cc1 (centres undefined)
→ -1.4	-1.2	1.8	-1.4	0	0.0	-3	5	0	0.5	6
CCC1(c2ccc(F)cc2)NC(=O)N(CC(=O)NCc2ccccc2Cl)C1=O (centres undefined)
→ -0.1	1.1	0.1	-1.0	-2	0.2	5	9	5	-1.4	2
O=C(O)c1ccccc1NS(=O)(=O)c1cccc2cccnc12
→ -0.2	1.9	-1.0	-0.7	-2	0.8	22*	-6	4	1.3	1
COc1ccc(CONS(=O)(=O)c2ccc(NC(C)=O)cc2)cc1Cl
→ -0.9	-1.2	0.0	-1.9	-3	-1.0	-2	-12	-1	-1.9	0
COc1ccc2c(c1)S(=O)(=O)c1ccccc1N2
→ -0.1	-1.9	1.1	-1.3	3	1.7	-28	-7	-2	1.2	-1
COc1cc(NC(=O)c2cc(C)on2)c(OC)cc1Cl
→ /	2.7	/	-1.2	/	/	-2	1	-5	7.0	0
O=C1NC(=S)S/C1=C\c1coc2ccccc2c1=O
→ 0.7	3.8	-2.7	0.1	1	1.8	-5	-14	0	4.1	-4
COc1ccc(NC(=O)CSc2nnc(-c3ccccc3Cl)n2Cc2ccco2)c(OC)c1
→ -0.8	-1.9	-1.6	-1.3	0	-0.3	14	-10	-7	-0.7	-14
CCN(CC)c1ccc(NC(=O)COC(=O)CCC(=O)c2ccc(F)cc2)cc1
→ 0.0	-0.8	-0.2	-1.3	0	1.1	9	-1	-4	2.5	-8
C#CCN(C[C@H]1[C@H](OC(=O)NCC2CCCCC2)[C@H](OC(=O)NCC2CCCCC2)C[C@H]2C(=O)N(c3ccccc3)C(=O)[C@@H]12)S(=O)(=O)c1ccc(C)cc1
→ -0.7	-0.5	0.4	-0.9	-3	0.0	5	-7	1	0.5	2
CC(C)NC(=S)NNc1nc2ccccc2s1
→ -0.4	4.3	3.5	-0.3	-5	3.0	-6	11	0	3.3	7
COC(=O)CSc1nnc(C)n1-c1ccc(C)cc1
→ 0.3	-0.6	0.5	-1.2	-2	1.9	0	1	-1	1.3	5
CN(C)c1ccc(N/C=C/C(=O)c2ccccc2)cc1
→ -0.7	-0.3	-5.0	-0.6	4	0.9	3	0	7	1.9	-2

Compounds shown so far with an NH in an aromatic ring:
The line under a structure holds: DAX1 inh-1	hcDAF12 agonist	GAA850 FXN act	ssDAF12 agonist	SMARCA2 activ	DAX1 inh-2	ADAM10 inh	sPLA2-III inh	GC-A act	hgDAF-12 ag	GC-B act
CCOC(=O)c1ccc2[nH]c(C)c(CCC(C)=O)c(=O)c2c1
→ -0.1	1.9	0.1	-1.6	-3	0.6	-168	0	1	2.6	-2
COc1ccc(-c2[nH]ncc2CN2CCC(N3CCSCC3)CC2)cc1F
→ 1.0	1.5	1.1	-0.8	-2	-1.0	-4	-3	-4	-4.9	-4

Screening data deposited in PubChem BioAssay by several laboratories.
